# Eya2 inh: inhibitors of human Eya2 phosphatase activity | O00167 | recombinant Eya2, OMFP fluorescence dephosphorylation (OMFP is methylfluorescein phosphate) | Potency, µM (titrated, usually from 76.9 µM), without a hit: at the highest dose activity, negative = inhibition, usual class: inhibitors | hit rate 0.006% among 330,000 | AID 488837; further: potency means the concentration at half of the fitted maximal effect; on the % scale 0 is the no-effect control and ±100 the full control effect
#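 Eya2 protein (added as 0.2 uM solution) was preincubated with compound for 10 min at ambient temperature in 50 mM HEPES pH 7.5, 50 mM NaCl, 5 uM MgCl2, 0.05% BSA, 1 mM DTT. OMFP (added at 50 uM) then reacted 10 min; fluorescence read at 485/525 nm.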
# TRPV1 agonist: activates the human vanilloid receptor TRPV1. activation, % at 8.33 µM. AID 540275. Q8NER1. TRPV1-expressing cells, Fluo-8 calcium influx, agonist mode. hit rate 0.19% among 320,000; in the data active means activation above about 80%; inconclusive means between about 30% and that limit; further: 0% is about no effect
#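 Cells expressing TRPV1 were dye-loaded with Fluo-8 and read kinetically: 10 s baseline, 3 min after compound (agonist portion), then 2 min after EC20 capsaicin (allosteric enhancer portion). Calcium-bound dye fluorescence at 480/520 nm.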
# B2AR arrestin: agonists driving beta-arrestin recruitment to human beta2-adrenergic receptor | beta-arrestin recruitment to beta2AR, cell-based reporter | P07550 | Potency, µM (doses to about 46.1 µM), inactives show at the highest dose activation, hits mostly activators | hit rate 0.02% among 330,000;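 further: potency means the concentration at half of the fitted maximal effect; 0% = DMSO controls and full agonism = EC100 isoproterenol or metaproterenol; nearly all actives have a fitted effect of over 65% in size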
# Target sequence (P07550 whole entry, looked up): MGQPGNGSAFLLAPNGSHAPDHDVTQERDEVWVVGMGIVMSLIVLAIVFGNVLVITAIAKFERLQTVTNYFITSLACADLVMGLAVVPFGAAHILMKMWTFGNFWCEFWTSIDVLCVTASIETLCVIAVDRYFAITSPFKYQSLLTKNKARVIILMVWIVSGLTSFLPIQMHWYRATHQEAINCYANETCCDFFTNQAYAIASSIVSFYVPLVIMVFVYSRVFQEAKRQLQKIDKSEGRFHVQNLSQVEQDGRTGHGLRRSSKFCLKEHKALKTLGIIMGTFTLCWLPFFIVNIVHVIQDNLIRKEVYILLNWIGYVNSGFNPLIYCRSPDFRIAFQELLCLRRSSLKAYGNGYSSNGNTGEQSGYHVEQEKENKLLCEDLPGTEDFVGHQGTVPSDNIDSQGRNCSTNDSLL
# ELG1 genotox: inducers of genotoxicity in HEK293T ELG1-luciferase cells. HEK293T ELG1-luciferase reporter, luminescence, 16 h. Potency, µM (doses to about 46 µM), without a hit: at the highest dose activity change, positive = activation, most hits filed as activators. hit rate 1.3% among 330,000; further: potency means the concentration at half of the fitted maximal effect; % of control where 0% means no effect; nearly all actives have a fitted effect of over 60% in size
#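 After overnight (16 hr) compound treatment at 37 °C, ELG1-luciferase HEK293T cells were lysed with ONE-Glo; luminescence quantified 30 min later at room temperature.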
# BRCA1 expr act: BRCA1 expression activation; AID 624202; hit rate 1.1% among 380,000; Potency, µM (doses to about 46.1 µM), for inactives: at the highest dose activation, usual class: activators; MCF7-BRCA1-FFLuc reporter, luminescence, 48 h; response scale: scaled: vehicle 0%, 10 µM genistein 100%; further: potency means the concentration at half of the fitted maximal effect; nearly all actives have a fitted effect of over 80% in size; some results filed as inactive show a strong effect at the top dose
#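 MCF7 cells carrying a BRCA1-firefly luciferase reporter (2000 cells/well, phenol-red free MEM) were attached for 2 h at 37 °C, then given compounds for 48 h. Luminescence was read 15 min after luciferase reagent; activity normalized to genistein (10 microM) and DMSO.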
# ASM inhibitor: human S-ASM enzyme inhibition. P17405. placental ASM, HMU-PC fluorogenic substrate, 60 min. Potency, µM (titrated, usually from 57.5 µM), inactives show at the top dose activity change, negative = inhibition, most hits filed as inhibitors. hit rate 0.006% among 340,000; further: potency means the concentration at half of the fitted maximal effect
#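 Human placenta-derived ASM enzyme was preincubated with compound for 10 minutes at room temperature, then given fluorogenic substrate HMU-PC0 (9 uM final) for 60 minutes at 37 °C; a pH 10 stop preceded fluorescence reading at Ex 386/Em 447 nm.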
# TSG101-PTAP inh: blocks PTAP/TSG101 interaction to inhibit HIV-1 budding. Q99816. Fluorescence polarization, FITC-PTAP peptide / Tsg101 binding. Potency, µM (highest dose often 115 µM), without a hit: top-dose activity change, negative = inhibition, usual class: inhibitors. 340,000 tested, under 10 active. AID 493005; active means well fitted inhibition curve with a large enough effect in the main read-out, with a control signal flat, not every such curve was filed as active; inconclusive means small, poorly fitted or top-dose-only effect, or effect the other way, or a change in a side signal; inactive means no such curve, though single readings can be large or run the other way; further: potency means the concentration at half of the fitted maximal effect; % of control where 0% means no effect
#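 FP read-out: FITC-PTAP peptide, 50 nM final, binding Tsg101 binding domain, 10 uM final; 20 min, r.t.; 10 mM HEPES pH 7.5, 0.15 M NaCl, 0.01% Tween 20, 3 mM EDTA, 0.1 mM TCEP.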
# a7 integrin act: activators of alpha7 integrin expression for muscular dystrophy. alpha7betagal myoblasts, beta-gal FDG fluorescence, 48 h. hit rate 0.064% among 350,000. Potency, µM (doses to about 38.3 µM), without a hit: at the top dose activation, most hits filed as activators;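 further: potency means the concentration at half of the fitted maximal effect; 100% = response of the positive control SU9516; nearly all actives have a fitted effect of over 60% in size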
#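 Alpha7betagal+/- myoblasts (passage 13) were plated 16-24 hr, then exposed to compounds (1:260 dilution of DMSO stock) for 48 hours at 37C. After MPER lysis, β-galactosidase reporter activity was read as FDG fluorescence (ex 480/em 540) after 30 minutes.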
# uPA surface inh: blocks generation of uPA at the cell surface; hit rate 0.31% among 330,000; AID 540303; cell surface uPA generation assay, qHTS; Potency, µM (top dose mostly 38.3 µM), without a hit: at the highest dose activity change, negative = inhibition, most hits filed as inhibitors; active means well fitted inhibition curve with a large enough effect; inconclusive means small, poorly fitted or top-dose-only effect; inactive means no such curve, though single readings can be large or run the other way; tested in mouse RAW 264.7 cells; further: potency means the concentration at half of the fitted maximal effect; on the % scale 0 is the no-effect control and ±100 the full control effect; nearly all actives have a fitted effect of over 55% in size
# p53 reactivator: mutant p53 re-activation in reporter cells; H1299 p53-A138V BP100-luciferase reporter, luminescence, 24 h; Potency, µM (doses to about 92.2 µM), for inactives: at the top dose activity change, positive = activation, actives largely listed as activators; hit rate 0.063% among 320,000; further: potency means the concentration at half of the fitted maximal effect; % of control where 0% means no effect; nearly all actives have a fitted effect of over 45% in size
#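 H1299 (p53-null), stable ts p53-A138V + BP100-Luc; 1000 cells/well, Opti-MEM/10% FBS; cpd 4 pt, 1:5; 24 h, 37 deg C, 5% CO2; detection reagent 10 min RT; luminescence.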
# USP2a inh: USP2a (human) protease inhibition. USP2 core, Ub-CHOP2 coupled fluorogenic reporter, 485/531. Potency, µM (titrated, usually from 38.3 µM), for inactives: at the top dose activity change, negative = inhibition, actives largely listed as inhibitors. hit rate 0.01% among 330,000. AID 463254;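 further: potency means the concentration at half of the fitted maximal effect; plate controls were DMSO wells for no effect and full inhibition by NEM control for full effect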
# Target sequence (O75604 whole entry, looked up): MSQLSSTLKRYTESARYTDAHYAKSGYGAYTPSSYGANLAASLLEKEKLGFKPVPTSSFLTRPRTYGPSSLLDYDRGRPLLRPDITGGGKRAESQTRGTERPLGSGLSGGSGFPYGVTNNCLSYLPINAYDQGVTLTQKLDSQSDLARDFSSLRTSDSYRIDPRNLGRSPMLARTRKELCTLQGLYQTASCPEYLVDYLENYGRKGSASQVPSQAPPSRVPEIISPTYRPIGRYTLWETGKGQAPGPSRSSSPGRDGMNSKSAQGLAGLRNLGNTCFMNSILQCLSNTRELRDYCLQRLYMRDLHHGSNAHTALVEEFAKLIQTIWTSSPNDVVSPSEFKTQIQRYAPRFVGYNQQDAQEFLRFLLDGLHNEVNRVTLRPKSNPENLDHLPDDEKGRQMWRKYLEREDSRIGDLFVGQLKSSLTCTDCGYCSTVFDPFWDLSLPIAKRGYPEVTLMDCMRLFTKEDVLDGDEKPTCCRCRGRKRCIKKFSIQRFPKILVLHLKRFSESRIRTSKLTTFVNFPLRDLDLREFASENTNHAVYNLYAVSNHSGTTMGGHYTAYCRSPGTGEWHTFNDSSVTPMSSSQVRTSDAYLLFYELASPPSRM
#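 Cell-free coupled assay: 10nM USP2 core preincubated 30min RT with compound in Tris-HCl pH 8.0/CaCl2/CHAPS buffer, then 25nM Ub-CHOP2 and 25nM reporter substrate; fluorescence (Ex 485/Em 531) read after 60min RT, normalized to NEM inhibition, concentration-response curves fitted.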
# * = called active by the depositor; i = inactive; ? = inconclusive; / = not tested or not shown; [ ] = dose if it differs, or a comment. Unless noted, the call rests on the fitted dose curve; in most records, active means well fitted curve in the direction sought with a large enough effect; inconclusive means small, poorly fitted or top-dose-only effect, or another doubt; inactive means no such curve, though single readings can be large; an effect the other way counts as inactive or inconclusive.
SMILES,Eya2 inh,TRPV1 agonist,B2AR arrestin,ELG1 genotox,BRCA1 expr act,ASM inhibitor,TSG101-PTAP inh,a7 integrin act,uPA surface inh,p53 reactivator,USP2a inh
COc1cccc(-c2noc(CCC(=O)NCC3CCCO3)n2)c1 (centres undefined),-12%,5,0.0%,10%,0%,1%,0%,?,-7%,4%,0%
O=C(Cn1nc(CNc2ccc(Cl)cc2)[n+]2c1CCCCC2)c1ccc(Br)cc1,-5%,4,-0.5%,-4%,-29%,-6%,-3%,44%,-1%,-12%,1%
CCCCCn1c(N(C)Cc2ccccc2)nc2c1c(=O)[nH]c(=O)n2C,-4%,1,-0.1%,-7%,-27%,0%,-9%,3%,?,-11%,-1%
NC(=O)COc1ccc2oc(-c3ccccc3)cc(=O)c2c1,-5%,18,0.0%,?,0%,3%,-7%,-14%,-5%,22%,-1%
CC(C)Oc1ccccc1OCCCOc1cccc2cccnc12,3%,19,0.2%,-14%,-12%,-1%,2%,-16%,7%,5%,-3%
Clc1ccc(OCCCNCc2ccccc2)c2ccccc12,-2%,7,0.1%,-5%,-8%,?,-4%,-15%,-1%,2%,-1%
CCOc1ccc(N/C=C/C(=O)c2ccc(OC)cc2)cc1,-24%,2,-0.5%,9%,?,10%,0%,-9%,1%,-9%,0%
CSc1ncccc1C(=O)N1CCN(S(=O)(=O)c2cc(C)ccc2C)CC1,-7%,4,-0.3%,-10%,12%,0%,-4%,-28%,-4%,-3%,-1%
CC(=O)Oc1ccc(OC(C)=O)c2c1CC(C)=C(C)C2,-5%,14,-1.1%,4%,-17%,8%,0%,-11%,?,-13%,-3%
COc1ccc(C(CNC(=O)CNC(=O)c2ccccc2)N2CCCC2)cc1 (centres undefined),-2%,1,0.0%,1%,6%,0%,0%,-25%,15%,1%,-1%
Cc1ccc(C(=O)OC(C)CN2C(C)CCCC2C)cc1 (centres undefined),10%,-1,-0.3%,0%,-14%,1%,0%,-30%,-5%,7%,1%
S=c1nc(-c2cc(Cl)ccc2Cl)[nH][nH]1,-4%,-3,-0.5%,-2%,0%,0%,-4%,35%,4%,10%,5%

# Compound profiles, as listed above.
# `CCCCCn1c(N(C)Cc2ccccc2)nc2c1c(=O)[nH]c(=O)n2C` is entered as Eya2 inh: -4%; TRPV1 agonist: 1; B2AR arrestin: -0.1%; ELG1 genotox: -7%; BRCA1 expr act: -27%; ASM inhibitor: 0%; TSG101-PTAP inh: -9%; a7 integrin act: 3%; uPA surface inh: ?; p53 reactivator: -11%; USP2a inh: -1%
# `NC(=O)COc1ccc2oc(-c3ccccc3)cc(=O)c2c1` is entered as Eya2 inh: -5%; TRPV1 agonist: 18; B2AR arrestin: 0.0%; ELG1 genotox: ?; BRCA1 expr act: 0%; ASM inhibitor: 3%; TSG101-PTAP inh: -7%; a7 integrin act: -14%; uPA surface inh: -5%; p53 reactivator: 22%; USP2a inh: -1%

# An excerpt from above in order of SMILES length, low to high.
SMILES,Eya2 inh,TRPV1 agonist,B2AR arrestin,ELG1 genotox,BRCA1 expr act,ASM inhibitor,TSG101-PTAP inh,a7 integrin act,uPA surface inh,p53 reactivator,USP2a inh
S=c1nc(-c2cc(Cl)ccc2Cl)[nH][nH]1,-4%,-3,-0.5%,-2%,0%,0%,-4%,35%,4%,10%,5%
COc1cccc(-c2noc(CCC(=O)NCC3CCCO3)n2)c1 (centres undefined),-12%,5,0.0%,10%,0%,1%,0%,?,-7%,4%,0%
CSc1ncccc1C(=O)N1CCN(S(=O)(=O)c2cc(C)ccc2C)CC1,-7%,4,-0.3%,-10%,12%,0%,-4%,-28%,-4%,-3%,-1%

# (next part)
SMILES,Eya2 inh,TRPV1 agonist,B2AR arrestin,ELG1 genotox,BRCA1 expr act,ASM inhibitor,TSG101-PTAP inh,a7 integrin act,uPA surface inh,p53 reactivator,USP2a inh
COc1ccccc1N1CCN(C(=O)CCNS(=O)(=O)c2cc(Br)cnc2N)CC1,-2%,8,3.8%,-9%,-1%,-2%,0%,54%,-3%,0%,4%
Cc1[nH]nc(C(F)(F)F)c1N=NN1CCOCC1,/,/,/,/,-49%,1%,-1%,-55%[inhibitor],-10%,/,/
Cc1ccc(CNc2nc(C)nc3sc4c(c23)CCC4)cc1,0%,16,-0.2%,-8%,-77%,-13%,/,-37%,2%,-6%,-1%
CC(C)(C)N(C(=O)Cn1nnc(-c2ccc(F)cc2)n1)C(C(=O)NC1CCCC1)c1ccncc1 (centres undefined),-8%,?,-0.4%,-1%,-1%,-9%,-8%,-9%,-5%,-10%,1%
Cc1ccc(OCc2nnc(SCC(=O)N3C(C)CCCC3C)o2)cc1 (centres undefined),-18%,15,-0.1%,-4%,-27%,0%[11.5 µM],0%,7%,0%,2%,0%
Cn1c(/C=C/c2ccccc2[N+](=O)[O-])nc2ccccc2c1=O,-9%,1,4.5%,4%,32%,3%,-2%,16%,0%,11%,1%
CCOc1cccc2cc(C(C)=O)oc12,1%,6,-0.7%,0%,-8%,-2%,-3%,-7%,-5%,-1%,3%
CC(C)c1cc(C(=O)OCC(=O)N2CCN(C(=O)c3ccco3)CC2)c(O)c(C(C)C)c1,-10%,0,-0.5%,-9%,-5%,-4%,-4%,26%,-6%,0%,1%
O=C(Nc1ccc2c(c1)OCO2)Nc1ccccc1F,-8%,24,-0.7%,0.92µM*,?,-4%,0%,37%,?,?,1%
O=C(O)C1C(=O)NCC1c1ccccc1 (centres undefined),-7%,-2,0.2%,0%,66%,4%,-1%,38%,4%,2%,-1%
Cc1ccc(C(=O)COC(=O)c2cccc(O)c2)s1,-4%,20,-0.4%,2%,-12%,/,-3%,21%,?,13%,0%
Cc1cc(C)cc(N(CCC#N)C(=O)COC(=O)CN2C(=O)NC(C)(C)C2=O)c1,29%,-1,0.1%,1%,1%,-1%,1%,33%,3%,10%,-1%
COc1ccccc1N1CC(C(=O)Nc2cc(C(F)(F)F)ccc2N2CCCC2)CC1=O (centres undefined),-26%,3,0.5%,-4%,0%,-1%,-3%,-9%,-2%,-8%,1%
N#Cc1ccc(CSc2nnc(-c3cccnc3)o2)cc1,-2%,2,0.2%,0%,-13%,2%,1%,4%,2%,4%,0%
O=C(c1cccc(Oc2c(Cl)cccc2[N+](=O)[O-])c1)N1CCOCC1,-3%,-2,-0.1%,-2%,-14%,4%,1%,-36%,?,-15%,-1%
Cc1ccc(SCCC(=O)NCc2ccccn2)cc1,15%,27,0.0%,0%,-7%,3%,0%,6%,2%,4%,-1%
O=c1cc(N/N=C/c2ccccc2)[nH]c(=O)[nH]1,/,/,/,/,-55%,2%,-1%,-46%[inhibitor],10%,/,/
COCCCn1c(C(=O)NCCC2=CCCCC2)cc2c(=O)n3ccccc3nc21,-6%,-4,-0.4%,0%,5%,i,-1%,24%,-7%,1%,2%
CC(CC(=O)Nc1cc([N+](=O)[O-])ccc1Cl)c1ccccc1 (centres undefined),-6%,29,0.0%,0%,0%,-2%,-2%,-6%,4%,-13%,0%
O=C1/C(=C/c2ccc(O)cc2)SC(=S)N1CC1CCCO1 (centres undefined),29%,26,-0.7%,1%,22%,?,22%,-52%[inhibitor],-7%,21%,?
COc1cc(C2/C(=C(\O)c3ccc4c(c3)CC(C)O4)C(=O)C(=O)N2c2nnc(C)s2)cc(OC)c1OC (centres undefined),13%,-6,-0.3%,-1%,-1%,-3%,-2%,8%,-16%,-12%,-3%
Cc1ccc(N=C2SCCCN2C(=O)c2cccc(N3C(=O)CCC3=O)c2)cc1Cl,-15%,-1,-0.1%,2%,-11%,/,-1%,-3%,4%,-4%,0%
O=C(NC(=S)Nc1cccnc1Cl)c1ccc(Cl)cc1,-2%,?,?,?,?,-1%,1%,38%,1%,?,4%
Cc1ccc(-c2cc(C(=O)Nc3nccs3)c3ccccc3n2)c(C)c1,-4%,24,0.4%,-4%,-14%,-30%,2%,-6%,3%,-18%,-5%
N#Cc1c(/N=C/c2cc3ccccc3s2)sc2c1CCC2,6%,2,0.0%,?,?,5%,1%,20%,-1%,?,3%
Nc1ccc2c(c1)nnn2-c1ccccc1,4%,-6,-0.5%,12%,?,210%[activator],-7%,1%,-6%,-5%,-1%
O=C(O)c1cc(-c2ccccc2Cl)n(-c2ccccc2)n1,8%,-2,0.2%,1%,-16%,29%,-4%,-22%,-1%,2%,7%
CC1CCN(C(=O)Cn2cnc3c(cnn3C(C)(C)C)c2=O)CC1,5%,11,0.1%,?,?,2%,-4%,-16%,-3%,11%,1%

# Assay outcomes as filed in PubChem.
